# Bioassay records (PubChem)
# D1 antag = blocks dopamine activation of the human D1 receptor; P21728; HEK293 TREx D1 cells, calcium flux, dopamine EC80; stronger effect = lower value; activity change, negative = inhibition, % at 10 µM; actives 3.2% (n = 360,000); in the data active means activity change below about -30%; further: on the % scale 0 is the no-effect control and ±100 the full control effect
# Target sequence (P21728 whole entry, looked up): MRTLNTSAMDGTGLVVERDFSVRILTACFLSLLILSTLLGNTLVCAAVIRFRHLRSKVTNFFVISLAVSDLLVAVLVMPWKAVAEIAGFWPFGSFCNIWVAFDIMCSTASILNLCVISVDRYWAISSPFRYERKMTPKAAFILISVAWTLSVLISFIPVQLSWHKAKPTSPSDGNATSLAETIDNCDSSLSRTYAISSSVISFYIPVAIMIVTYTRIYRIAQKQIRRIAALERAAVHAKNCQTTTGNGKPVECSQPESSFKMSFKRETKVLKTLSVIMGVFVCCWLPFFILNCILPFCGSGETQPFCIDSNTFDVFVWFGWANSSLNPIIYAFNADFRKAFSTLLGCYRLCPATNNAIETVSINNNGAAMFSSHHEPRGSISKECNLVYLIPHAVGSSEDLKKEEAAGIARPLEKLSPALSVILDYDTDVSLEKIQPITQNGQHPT
#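 HEK293 T-REx cells expressing inducible, force-coupled D1 receptor; no-wash Ca dye, 30–90 min RT. Cmpd → 180 s read at 1 Hz → EC80 DA → 180 s read.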
# D2 ag = agonists of human D2 dopamine receptor; P14416; HEK293 T-REx D2 cells, calcium flux agonist mode; activation, % at 2 µM; actives 0.53% (n = 340,000);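 active means activation over 3 SD above normal in the single-dose calcium agonist read, cut at about 30% in these data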; further: 0% is about no effect
# Target sequence (P14416 whole entry, looked up): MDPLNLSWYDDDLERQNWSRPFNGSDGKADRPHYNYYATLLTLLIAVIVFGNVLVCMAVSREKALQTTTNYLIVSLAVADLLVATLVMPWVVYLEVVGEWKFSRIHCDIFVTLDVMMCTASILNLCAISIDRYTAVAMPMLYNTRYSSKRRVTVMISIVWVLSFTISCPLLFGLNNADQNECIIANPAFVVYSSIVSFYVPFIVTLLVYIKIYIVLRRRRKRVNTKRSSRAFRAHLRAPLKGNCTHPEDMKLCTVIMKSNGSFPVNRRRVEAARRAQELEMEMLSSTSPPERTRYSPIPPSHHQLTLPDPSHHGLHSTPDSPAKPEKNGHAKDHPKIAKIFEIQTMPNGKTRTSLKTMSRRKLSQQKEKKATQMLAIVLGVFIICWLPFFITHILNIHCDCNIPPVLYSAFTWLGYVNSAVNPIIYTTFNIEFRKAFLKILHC
#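 Tetracycline-induced HEK293 Trex cells with D2 receptor force-coupled to calcium signaling, plated overnight at 30 C and loaded with no-wash calcium dye. Calcium flux read kinetically for 180 s after compound addition; responses flag agonists.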
# RXFP1 antagonist = RXFP1 (human) relaxin receptor antagonism; HEK293-RXFP1, relaxin-stimulated cAMP HTRF, 30 min; stronger effect = lower value; actives 0.59% (n = 350,000); Q9HBX9; activity change, negative = inhibition, % at 57.5 µM;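 active means activity change of -60% or lower, but not beyond a set lower limit; inconclusive means change between -60% and -40%, or beyond the set limit; inactive means change above -40%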; further: on the % scale 0 is the no-effect control and ±100 the full control effect
# D2 potentiator = positive allosteric modulators of human D2 dopamine receptor; P14416; HEK293 T-REx D2, calcium flux, EC20 dopamine potentiation; potentiation, % at 10 µM; actives 0.34% (n = 340,000);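 active means potentiation over 3 SD above the plate norm, cut at about 30% in these data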; further: 0% is about no effect
#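 Potentiation of an EC20 dopamine calcium response measured kinetically over 180 s, after a preceding 180 s compound-only read flagging agonists. Cells: inducible Hek293 Trex D2 line, 4000/well, cultured overnight at 30 C before dye loading.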
# D1 potentiator = potentiators of human D1 dopamine receptor | HEK293 TREx D1 cells, calcium flux, dopamine EC20 potentiation | P21728 | AID 504651 | potentiation, % at 10 µM | actives 0.036% (n = 360,000); in the data active means potentiation above about 30%; further: 0% is about no effect
# RXFP1 ag = activates the human relaxin receptor RXFP1; Q9HBX9; HEK293T-RXFP1 cAMP TR-FRET, 30 min; response scale: percent of porcine relaxin response, buffer zero; Potency, µM (highest dose often 57.5 µM), for the others: at the highest dose activation, most hits filed as activators; actives 0.3% (n = 370,000); AID 2676; active means well fitted activation curve with a large enough effect; inconclusive means small, poorly fitted or top-dose-only effect; further: potency means the concentration at half of the fitted maximal effect; on the % scale 0 is the no-effect control and ±100 the full control effect; nearly all actives have a fitted effect of over 60% in size; many of its hits are not listed in these tables
#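 HEK293T cells stably expressing RXFP1 were pretreated with the PDE4 inhibitor Ro 20174, exposed to compounds for 30 min at 37C, lysed, and cAMP was read by TR-FRET. Data normalized to buffer (basal) and 29 nM porcine relaxin (100%).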
# D2 antag = antagonists of human D2 dopamine receptor; HEK293 TREx D2 cells, calcium flux, dopamine EC80; P14416; inhibition, % at 10 µM; actives 2% (n = 340,000); in the data active means inhibition above about 30%; further: 0% is about no effect
#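 Measurement of antagonist activity uses fluorescent calcium dye in inducible HEK293 T-REx D2 cells: 10 s baseline, compound addition with 180 s read, EC80 dopamine addition with a further 180 s read.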
# TRHR enhancer = TRH receptor (human) allosteric enhancement; P34981; TRHR cells, fluo-8 calcium fluorescence, EC20 TRH enhancement; enhancement, % at 2 µM; actives 0.66% (n = 360,000); in the data active means enhancement above about 30%; further: 0% is about no effect
#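 TRHR-expressing cells loaded with fluo-8 calcium dye were read kinetically (ex 480/em 530) during compound addition, then stimulated with an EC20 of TRH (10 nM final). Enhancement of the Gq-mediated intracellular calcium response was scored.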
# D1 ag = agonists of human D1 dopamine receptor | HEK293 T-REx D1 cells, calcium flux, agonist mode | activation, % at 2 µM | actives 1% (n = 360,000) | AID 504660; in the data active means activation above about 30%; further: 0% is about no effect
#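 Agonism was scored from calcium flux recorded over 180 s (1 read/s) after pintool compound addition, following a 10-cycle baseline. Cells were inducible force-coupled HEK293 TREx D1, plated overnight at 30 C and loaded with no-wash calcium dye.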
# Active calls of the source: *; ? = inconclusive; · = no result given; & = joins results of further samples. An excerpt (hit frequency here may not be typical).
SMILES,D1 antag,D2 ag,RXFP1 antagonist,D2 potentiator,D1 potentiator,RXFP1 ag,D2 antag,TRHR enhancer,D1 ag
COC(=O)c1ccsc1NC(=O)c1ccccc1,15,·,·,·,1,0.3%,·,-5,4
C=CCN(c1ccccc1Cl)S(=O)(=O)c1cc(C(=O)N2CCCC2)ccc1Cl,-15,-1.5,0,-2,-3,-3.3%,-1,-7,1
O=[N+]([O-])c1ccc(CN2CCCCCC2)cc1,10,-0.3,-10,1,-3,-0.2%,-7,13,6
O=C(CSc1ncccc1-c1nc2ccccc2[nH]1)N1CCc2ccccc21,-5,-0.7,-3,-12,-5,8.3%,-4,20,2
O=S(=O)(O/N=C1\CCCc2ccccc21)c1ccccc1,0,0.3,3,2,1,1.7%,-3,-2,2
CCOP(=O)(OCC)C(Nc1ccc(C(=O)O)cc1)c1ccccc1 (stereo not drawn),-6,0.9,5,-2,4,-1.6%,-8,5,3
O=C(Nc1nccs1)C1CC(=O)N(CCc2ccc(F)cc2)C1 (stereo not drawn),-6,0.2,1,-11,-7,6.9%,18,0,1
CC1CCc2nc(NC(=O)Cc3ccc(Cl)cc3)sc2C1 (stereo not drawn),13,-0.3,-31,7,3,-1.3%,·,7,0
CCCCc1ccc(NC(=S)N2CCN(c3ccccn3)CC2)cc1,-5,0.6,-69*,11,-3,0.1%,-6,-1,6
COc1ccccc1N1CCN(C(=O)Cn2cnc3onc(-c4ccc(F)cc4)c3c2=O)CC1,-24,-0.9,·,-1,-1,1.0%,·,-5,5
CCc1cccc(NC(=O)Cc2nc(-c3ccc(OC)cc3)no2)c1,-4,0.4,-22,-1,1,0.8%,·,1,13
CCOC(=O)CCSc1n[nH]c(=S)s1,-7,0.2,-8,2,-3,-0.8%,9,-3,2
COc1ccc(-c2ccc(SCC(=O)c3cccs3)nn2)cc1,7,1.0,1,0,-2,1.8%,-6,1,5
COc1cccc(-c2nn(-c3ccccc3)cc2C(=O)n2nnc3ccccc32)c1,9,0.0,-14,-3,-6,-1.2%,-10,-5,2
CCC1=C(OC(=O)N(CC)CC)N2C(=O)OC(=NCCc3c[nH]c4ccccc34)[C@]2(C)[C@H]2C1=CC[C@H]1C(=O)N(CC)C(=O)[C@H]12,12,0.6,·,-6,3,0.3%,-9,8,1
O=C1Nc2ccccc2/C1=C\c1cccn1-c1ccc(OC(F)(F)F)cc1,-23,0.3,2,5,-4,-0.3%,4,15,1
N#Cc1cccnc1Nc1ccc(Cl)cc1,1,-0.8,-6,0,7,1.9%,-16,2,1
c1ccc(CSc2nnc3ccc(-c4cccs4)nn23)nc1,-1,-2.2,7,8,2,5.9%,3,4,1
Cc1[nH]c2ccccc2c1C(=O)CN1C(=O)NC2(CCCCCC2)C1=O,22,0.5,0,1,14,0.2%,-3,13,1
O=C(NC1CCS(=O)(=O)C1)c1cccc(S(=O)(=O)N2CCCCCC2)c1 (stereo not drawn),10,·,-1,-7,1,1.1%,·,0,2
OCC1(Cc2ccc(F)cc2)CCCN(CCc2ccccc2)C1 (stereo not drawn),1,-0.2,-4,-15,-4,0.0%,1,7,4
CCOC(=O)C1=NNC2(c3ccc(Cl)cc3)C(=O)N(c3cc(C)cc(C)c3)C(=O)C12 (stereo not drawn),2,0.6,-11,15,-1,-4.5%,-4,-8,1
NCCc1nnc(SCc2ccccc2Cl)o1,9,-0.7,8,2,-2,0.1%,-3,3,5
Nc1c(N2CCOCC2)cc(Cl)c2nonc12,8,0.2,-9,-7,-6,-0.2%,1,-2,1
COC(=O)c1ccc2nc(NC(=O)C(C)(C)C)sc2c1,-20,-1.1,-85*,-3,-2,-0.4%,2,7,5
O=C(NC1(C(F)(F)F)N=C(c2ccccc2)N(Cc2ccccc2)C1=O)c1ccc(F)cc1 (stereo not drawn),-5,0.0,·,1,-2,-2.4%,·,5,2
COc1ccc(CN(C)CC(=O)Nc2cccc(S(=O)(=O)N(C)c3ccccc3)c2)c(OC)c1,-8,-0.4,-8,-4,·,1.5%,13,5,22
CN1CCN(C2=Cc3ccccc3Sc3cc(F)c(Cl)cc32)CC1,-70*,0.6,-30,-26,-10,-0.9%,74*,7,8
CCC(=O)N(C)CCc1cc2c(c(OC)c1/C=N/NC(=O)[C@H]1C[C@@H]1c1ccccc1)OCO2,3,-1.6,15,-7,8,-2.8%,5,-1,2
O=C(Nc1ccc(F)cc1F)C1CCN(S(=O)(=O)c2cccnc2)CC1,17,0.2,-19,-4,-6,0.5%,-16,2,3
COCCOc1cc(N(CC(=O)N(C)C)S(=O)(=O)c2ccccc2)c(Cl)cc1Cl,11,0.3,-11,-2,5,-1.1%,9,-11,1
CC(C)Oc1cccc(C(=O)C2CCCN(Cc3ccc(Oc4ncccn4)cc3)C2)c1 (stereo not drawn),-2,0.6,-21,-24,-6,-1.3%,-8,2,5
COc1ccc(CN2C3CCCC2CC(NC(=O)c2cccc(F)c2)C3)cc1 (stereo not drawn),-24,0.9,-1,-26,-7,-2.3%,80*,2,4
CCCN1CCN(CCCNC(=O)C(CC)n2nc(C)n3c(cc4occc43)c2=O)CC1 (stereo not drawn),4&1,-0.1&-0.2,-9,9&-13,-6&0,4.6%&5.2%,-3,6&-3,1&0
O=C(Cn1ncc2c(Cl)cccc21)NCc1cccc(Cl)c1,-17,-1.3,-3,4,-2,0.4%,·,0,2
O=S(=O)(c1ccc(NC(=S)NCc2ccco2)cc1)N1CCCC1,3,-0.8,-1,6,0,-0.8%,-6,1,6
Cn1ccc(C(=O)OCC(=O)Nc2cccc(Cl)c2)n1,-5,1.1,3,-11,5,1.0%,-27,-8,0
C=CCOc1cccc(C2C(C(=O)c3ccc(C)o3)=C(O)C(=O)N2CCN(C)C)c1 (stereo not drawn),-5,0.7,-1,7,3,17%,-11,0,1
Cc1nc(N2CCC3(CC2)OCCO3)c2nnn(Cc3ccccc3F)c2n1,-1,·,-14,3,9,0.3%,·,-10,1
Cc1cc(OC(C)C(=O)NCCc2c[nH]c3ccccc23)c2c(C)cc(=O)oc2c1 (stereo not drawn),-2,0.0,·,14,-3,0.4%,19,-3,1
Cc1cccc(C(=O)NC(C)C(c2cccs2)N2CCOCC2)c1 (stereo not drawn),0,-0.2,7,4,6,-1.7%,0,0,1
O=c1[nH]cc(N=Cc2cc([N+](=O)[O-])ccc2O)c(=O)[nH]1,1,0.1,·,1,-2,1.0%,-2,2,1
Cc1ccc(C(=O)Nc2nccs2)s1,-5,·,0,·,-5,0.2%,·,-3,1
CCCCN(c1ccccc1)c1ncnc2c1cnn2-c1cccc(C)c1,3,·,-11,8,0,0.6%,·,3,2
O=[N+]([O-])c1ccc(Nc2ccc3ccccc3c2)nc1,-34*,-0.2,7,-5,-10,2.8%,28,-4,3
Cc1c(C)c(C)c(S(=O)(=O)N2CCNCC2)c(C)c1C,5,0.5,-35,9,8,0.9%,-3,0,7
CCn1c2ccccc2c2cc(CN3CCN(Cc4ccc(Cl)cc4)CC3)ccc21,13,-0.2,?,-6,6,-0.1%,·,-3,5
O=C(O)CCCC(=O)Nc1nc(-c2ccc(F)cc2)cs1,8,-0.5,-3,34*,-1,-0.4%,9,6,0
COc1ccc(S(=O)(=O)NCCSCc2cccc(C)c2)cc1Br,1,-1.5,6,22,6,0.9%,-22,10,0
O=C(CN(C1CCCCC1)S(=O)(=O)c1ccc(Cl)cc1)N1CCOCC1,-1,0.6,1,3,-4,1.8%,-14,5,-1

# Random excerpt: 3 entries already listed
SMILES,D1 antag,D2 ag,RXFP1 antagonist,D2 potentiator,D1 potentiator,RXFP1 ag,D2 antag,TRHR enhancer,D1 ag
O=[N+]([O-])c1ccc(Nc2ccc3ccccc3c2)nc1,-34*,-0.2,7,-5,-10,2.8%,28,-4,3
O=c1[nH]cc(N=Cc2cc([N+](=O)[O-])ccc2O)c(=O)[nH]1,1,0.1,·,1,-2,1.0%,-2,2,1
CCCCN(c1ccccc1)c1ncnc2c1cnn2-c1cccc(C)c1,3,·,-11,8,0,0.6%,·,3,2

# One compound at a time (already shown).
# COc1ccc(S(=O)(=O)NCCSCc2cccc(C)c2)cc1Br as listed: D1 antag = 1; D2 ag = -1.5; RXFP1 antagonist = 6; D2 potentiator = 22; D1 potentiator = 6; RXFP1 ag = 0.9%; D2 antag = -22; TRHR enhancer = 10; D1 ag = 0
# Cc1cccc(C(=O)NC(C)C(c2cccs2)N2CCOCC2)c1 (stereo not drawn) as listed: D1 antag = 0; D2 ag = -0.2; RXFP1 antagonist = 7; D2 potentiator = 4; D1 potentiator = 6; RXFP1 ag = -1.7%; D2 antag = 0; TRHR enhancer = 0; D1 ag = 1
